GLD-1 RNA inh: GLD-1/TGE RNA complex disruptors, primary screen, biochemical, fluorescence polarization | purified GLD-1 + fluorescein TGE RNA | AID 2280, 2010 | 0.44% of 320,000 active | inhibition, % at 5.96 µM | Female germline-specific tumor suppressor gld-1 (Caenorhabditis elegans), Q17339;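 active = percent inhibition above a per-plate cutoff, the plate mean of test compounds plus 3 SD, cut at about 30% in these data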;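 note: 0% = DMSO wells with GLD-1 and probe and 100% = wells lacking GLD-1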
MEX-5 binding: MEX-5 zinc finger RNA-binding disruptors – biochemical, C. elegans, fluorescence polarization, MLPCN library, primary screen; AID 1832, 2009; 0.38% of 300,000 active; MEX-5/FITC-TCR2 RNA binding; hits give low values; activity score (negative = inhibition of binding), % at 10 µM; Zinc finger protein mex-5 (Caenorhabditis elegans), Q9XUB2;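 active = inhibition past about -25% in most replicates, and total fluorescence under double the plate's negative control median, limit read from the data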;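 note: 0% = DMSO and -100% = 5 µM competing unlabeled TCR2 RNA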
CIT2 TOR yeast: modulators of CIT2-GFP expression in yeast, primary screen, S. cerevisiae, GFP fusion, multiplex flow cytometry, MLPCN library. 0.065% of 320,000 active. S. cerevisiae CIT2-GFP strain, 3 h; 100 means same as DMSO wells. GFP response vs DMSO, % at 10 µM. AID 2029, 2009;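 active = GFP response relative to DMSO above a set limit, near the screen mean plus 3 SD, cut at about 150% in these data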;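 note: ratio of well median GFP fluorescence to mean of DMSO wells on the plate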
BCLXL inh: inhibitors of human Bcl-xL, primary screen, biochemical, fluorescence polarization, HTS. Bcl-2-like protein 1 (Homo sapiens), Q07817. GST-Bcl-xL / FITC-Bim BH3 peptide fluorescence polarization. inhibition, % at 10.9 µM. 0.7% of 320,000 active;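 active = inhibition above the mean of all tested compounds plus 3 SD, cutoff set per campaign, cut at about 30% in these data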;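 note: 0% = DMSO wells and 100% = unlabeled Bim-BH3 peptide competitor; inhibitors lower millipolarization by displacing the labeled peptide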
Target sequence (Q07817 whole entry, looked up): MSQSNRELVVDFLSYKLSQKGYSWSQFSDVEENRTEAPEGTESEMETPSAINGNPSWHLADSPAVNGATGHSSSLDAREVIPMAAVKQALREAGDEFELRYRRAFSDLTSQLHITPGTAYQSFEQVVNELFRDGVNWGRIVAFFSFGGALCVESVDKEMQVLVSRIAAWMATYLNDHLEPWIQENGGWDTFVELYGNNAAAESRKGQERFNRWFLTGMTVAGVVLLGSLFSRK
AGP1 TOR yeast: modulators of AGP1-GFP expression in yeast TOR pathway, primary screen, cell-based, multiplex flow cytometry, S. cerevisiae, MLPCN library; 0.02% of 320,000 active; AID 2066, 2009; GFP response vs DMSO, % at 10 µM; 3 h; GFP as percent of DMSO wells;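 active = GFP response relative to DMSO above a set limit, near screen average plus 3 SD, cut at about 150% in these data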;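 note: median GFP channel fluorescence of the gated AGP1 strain per well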
CR mimetic SO: reduction of superoxide in aged yeast, primary screen, HTS; S. cerevisiae aged cells, superoxide DHE fluorescence; hits give low values; 0.18% of 330,000 active; superoxide response (% of plate mean), % at 10 µM;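 active = superoxide response under a set limit, about three screen SD below normal, cut at about 65% in these data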;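 note: yeast aged for seven days with compound at 30 °C before DHE staining; 100% = average MFI of all compound-treated wells on the plate with controls excluded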
MCL1-BIM inh: inhibitors of MCL1 binding to BIM-BH3, primary screen, biochemical, fluorescence polarization; Induced myeloid leukemia cell differentiation protein Mcl-1 (Homo sapiens), Q07820; GST-MCL1 / FITC-Bim-BH3 fluorescence polarization; inhibition, % at 10.9 µM; 0.68% of 320,000 active;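 active = inhibition above the mean inhibition of all tested compounds plus 3 SD, set per campaign, cut at about 40% in these data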;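 note: 0% = DMSO wells and 100% = unlabeled Bim-BH3 peptide control; higher means more loss of mP so more displacement of Bim peptide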
GRK2 inh: compounds blocking aptamer binding on GRK2 – biochemical, human GRK2, bead flow cytometry, HTS, primary screen; FAM-aptamer displacement from GRK2; AID 488847, 2010; 0.59% of 330,000 active; inhibition of aptamer binding, % at 10 µM;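 active = inhibition of aptamer binding above 40%, roughly 3 SD of noise, on plates passing a quality check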;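 note: median bead fluorescence of bound FAM aptamer so fluorescent compounds give negative values; no value below 0 was filed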
Target sequence (P25098 whole entry, looked up): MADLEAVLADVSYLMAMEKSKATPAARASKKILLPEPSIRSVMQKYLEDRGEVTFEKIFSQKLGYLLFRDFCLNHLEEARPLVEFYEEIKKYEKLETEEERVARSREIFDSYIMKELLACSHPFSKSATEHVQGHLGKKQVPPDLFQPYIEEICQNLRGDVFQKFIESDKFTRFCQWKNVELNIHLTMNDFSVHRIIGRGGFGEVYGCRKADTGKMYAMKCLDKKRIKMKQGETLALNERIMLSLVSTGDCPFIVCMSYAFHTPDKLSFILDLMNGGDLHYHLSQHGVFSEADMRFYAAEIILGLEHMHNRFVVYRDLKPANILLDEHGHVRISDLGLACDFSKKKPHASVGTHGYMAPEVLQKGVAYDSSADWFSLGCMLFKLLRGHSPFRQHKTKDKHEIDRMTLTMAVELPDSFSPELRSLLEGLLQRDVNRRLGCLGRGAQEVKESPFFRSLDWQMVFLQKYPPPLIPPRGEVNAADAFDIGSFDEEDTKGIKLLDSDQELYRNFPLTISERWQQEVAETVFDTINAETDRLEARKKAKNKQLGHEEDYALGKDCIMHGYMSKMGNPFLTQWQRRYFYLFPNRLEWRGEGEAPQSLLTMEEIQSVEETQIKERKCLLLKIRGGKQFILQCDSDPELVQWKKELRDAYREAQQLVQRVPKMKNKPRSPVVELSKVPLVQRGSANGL
VLA-4 inh: inhibition in human VLA-4 binding assay, primary screen, VLA-4 allosteric modulator project, MLPCN library, flow cytometry, VLA-4 expressing cells; 0.2% of 330,000 active; Integrin alpha-4 (Homo sapiens), P13612; inhibition, % (about 7 µM as worked out from the volumes in the protocol); AID 2557, 2010; ligand binding flow cytometry; in the data active = inhibition above about 50%
An asterisk follows results filed as active; . = not tested or not shown; & = joins results of further samples; ! = a repeat was not active; [ ] = remark or other dose. An excerpt. The share of hits here may be higher or lower than overall.

no. | Structure | GLD-1 RNA inh | MEX-5 binding | CIT2 TOR yeast | BCLXL inh | AGP1 TOR yeast
1 | COc1ccccc1OCCNCC(O)COc1cccc2[nH]c3ccccc3c12 (stereo not drawn) | -3 | -2.3 | 99 | -7 | 98
2 | CC(=O)Nc1ccccc1 | -2 | . | 112 | . | 105
3 | CCCOC(=O)c1ccc(O)cc1 | -4 | 1.3 | 88 | -4 | 97
4 | Cn1c(=O)c2c(ncn2CCO)n(C)c1=O | 3 | -0.1 | 96 | 1 | 87
5 | CCCCCCc1ccc(O)cc1O | 6 | -3.0 | 87 | 1 | 89
6 | COc1ccc2ccc(=O)oc2c1 | 1 | 1.5 | 102 | -1 | 102
7 | COc1cc2nc(N3CCN(C(=O)[C@H]4COc5ccccc5O4)CC3)nc(N)c2cc1OC | -6 | 2.2 | 93 | 2 | 92
8 | Cc1cccc(C)c1NC(=O)C1CCCCN1C (stereo not drawn) | 2 | 3.0 | 85 | -2 | 87
9 | COc1ccc2nc(NC(=O)Nc3ccccc3)sc2c1 | 2 | -0.2 | 121 | 4 | 99
10 | O=c1cc(-c2ccc(O)cc2)oc2cc(O[C@@H]3O[C@H](CO)[C@@H](O)[C@H](O)[C@H]3O[C@@H]3OC[C@](O)(CO)[C@H]3O)cc(O)c12 | 4 | -1.4 | . | 8 | .

no. | CR mimetic SO | MCL1-BIM inh | GRK2 inh | VLA-4 inh
1 | 97 | -4 | 0 | 16
2 | 87 | . | 1 | -8
3 | 97 | -5 | 0 | 0
4 | 102 | 3 | 0 | -2
5 | 102 | 3 | 2 | 0
6 | 109 | -7 | 2 | -13
7 | 91 | -2 | 0 | -53
8 | 126 | -9 | 1 | 17
9 | 92 | 5 | 0 | -13
10 | . | 8 | . | .

The results go on:
no. | Structure | GLD-1 RNA inh | MEX-5 binding | CIT2 TOR yeast | BCLXL inh | AGP1 TOR yeast
11 | CCCCC1C(=O)N(c2ccccc2)N(c2ccccc2)C1=O | -4 | -0.6 | 76 | 0 | 85
12 | NC(N)=NC(=O)Cc1c(Cl)cccc1Cl | -1 | -1.0 | 81[may fluoresce red] | 1 | 79[may fluoresce red]
13 | COc1ccc(CN2CCN(C(c3ccc(F)cc3)c3ccc(F)cc3)CC2)c(OC)c1OC | 6 | -0.4 | 95 | -1 | 101
14 | NNC(=O)CP(=O)(c1ccccc1)c1ccccc1 | 8 | -2.5 | 89 | 0 | 90
15 | COC(c1ccccc1)(c1ccccc1)C(Oc1nc(C)cc(C)n1)C(=O)O (stereo not drawn) | -6 | -1.8 | 97 | 0 | 98
16 | Cc1cccc2c1NC(=O)/C2=C\C(=O)c1cccs1 | 5 | -1.1 | 77 | 10 | 82
17 | O=C(Nc1ccc(C(=O)O)c(O)c1)c1ccccc1 | -2 | -0.6 | 105 | 2 | 102
18 | Cc1[nH]c2ccccc2c1/C=N/NC(N)=S | 1 | -1.0 | 104 | 7 | 124
19 | COc1ccc(/C=C/C(=O)O)cc1 | 6 | . | 100 | . | 105
20 | CCOC(=O)NNc1nncc2ccccc12 | -7 | . | 84 | -20 | 91

no. | CR mimetic SO | MCL1-BIM inh | GRK2 inh | VLA-4 inh
11 | 109 | 4 | 2 | 37
12 | 94 | 4 | 1 | 11
13 | 93 | 3 | 0 | 35
14 | 94 | -5 | 0 | 17
15 | 98 | 3 | 0 | 17
16 | 125 | 8 | 2 | 19
17 | 90 | -1 | 1 | 6
18 | 98 | 12 | 1 | 1
19 | 91 | . | 1 | 0
20 | 98 | -20 | 0 | 48

Given with each value named: entries from further up.
16: Cc1cccc2c1NC(=O)/C2=C\C(=O)c1cccs1
  GLD-1 RNA inh = 5; MEX-5 binding = -1.1; CIT2 TOR yeast = 77; BCLXL inh = 10; AGP1 TOR yeast = 82; CR mimetic SO = 125; MCL1-BIM inh = 8; GRK2 inh = 2; VLA-4 inh = 19
14: NNC(=O)CP(=O)(c1ccccc1)c1ccccc1
  GLD-1 RNA inh = 8; MEX-5 binding = -2.5; CIT2 TOR yeast = 89; BCLXL inh = 0; AGP1 TOR yeast = 90; CR mimetic SO = 94; MCL1-BIM inh = -5; GRK2 inh = 0; VLA-4 inh = 17

(more compounds)
no. | Structure | GLD-1 RNA inh | MEX-5 binding | CIT2 TOR yeast | BCLXL inh | AGP1 TOR yeast
21 | CCCCOc1ccc(CC(=O)NO)cc1 | 0 | 1.4 | 87 | 5 | 92
22 | O=C(O)/C=C/c1ccc(O)cc1 | 1 | 3.1 | 101 | 7 | 103
23 | CCC(=O)O[C@]1(C(=O)SCF)[C@H](C)C[C@H]2[C@@H]3C[C@H](F)C4=CC(=O)C=C[C@]4(C)[C@@]3(F)[C@@H](O)C[C@@]21C | 2 | -0.7 | 95 | 5 | 100
24 | CCc1c2c(nc3ccc(OC(=O)N4CCC(N5CCCCC5)CC4)cc13)-c1cc3c(c(=O)n1C2)COC(=O)[C@]3(O)CC | 20 | -1.2 | 90 | -2 | 90
25 | COc1c(O)cc2c(c1O)[C@@H]1O[C@H](CO)[C@@H](O)[C@H](O)C1OC2=O (stereo partly drawn) | 3 | 3.6 | 97 | -1 | 96
26 | CC(C)(CO)C(O)C(=O)NCCCO (stereo not drawn) | 4 | 6.9 | 83 | -5 | 84
27 | CC[C@]1(O)C[C@@H]2CN(CCc3c([nH]c4ccccc34)[C@@](C(=O)OC)(c3cc4c(cc3OC)N(C)[C@H]3[C@@](O)(C(=O)OC)[C@H](OC(C)=O)[C@]5(CC)C=CCN6CC[C@]43[C@@H]65)C2)C1 | 36* | 4.9 | 85 | 105* | 86
28 | O=C(O)CNC(=O)c1ccccc1 | 0 | 1.4 | 82 | -6 | 85
29 | CC12CCC(=O)C=C1CCC1C2CCC2(C)C1CC[C@]2(O)C(=O)CO (stereo partly drawn) | 1 | -0.9 | 101 | 2 | 109
30 | C/C=C(/C)C(=O)O[C@@H]1c2cc(OC)c(OC)c(OC)c2-c2c(cc3c(c2OC)OCO3)C[C@H](C)[C@]1(C)O | -2 | 3.6 | 112 | 6 | 89

no. | CR mimetic SO | MCL1-BIM inh | GRK2 inh | VLA-4 inh
21 | 113 | 2 | 1 | -1
22 | 82 | 2 | 4 | 31
23 | 90 | 9 | 0 | 7
24 | 126 | -4 | 3 | 2
25 | 87 | -3 | 4 | 15
26 | 102 | -11 | 0 | 19
27 | 97 | 119* | 0 | 29
28 | 99 | -9 | 5 | 40
29 | 101 | -3 | 2 | -12
30 | 93 | -2 | 4 | 23

Copied from the list.
BCLXL inh, entry 16 : 10
VLA-4 inh, entry 29 : -12

(list continues)
no. | Structure | GLD-1 RNA inh | MEX-5 binding | CIT2 TOR yeast | BCLXL inh | AGP1 TOR yeast
31 | CN(C)CCOc1ccccc1Cc1ccccc1 | 3 | -3.8 | 91 | 7 | 90
32 | C[C@@H]1C[C@H]2[C@@H]3C[C@H](F)C4=CC(=O)C=C[C@]4(C)[C@@]3(F)[C@@H](O)C[C@]2(C)[C@@]1(O)C(=O)COC(=O)C(C)(C)C | 1 | 2.3 | 83 | 1 | 89
33 | CNc1c2c(nn1C)CCCC2 | -2 | 1.4&-2.2 | 89 | 14 | 90
34 | COc1ccc(/C=N/NC(=O)c2ccncc2)cc1OC | 3 | 5.1 | 95 | 0 | 96
35 | Nc1ncnc2nc[nH]c12 | -2&-6&5 | 0.0&3.0&2.3 | 81&95&103 | -1&3&-11 | 88&96&114
36 | C/C=C(/C)C(=O)OC1c2c(ccc3ccc(=O)oc23)OC(C)(C)C1OC(=O)/C(C)=C\C (stereo not drawn) | 5 | -1.7 | 87 | 0 | 94
37 | COC(=O)C1=CO[C@@H](OC2OC(CO)C(O)C(O)C2O)[C@@H]2[C@@H](C)[C@@H](O)C[C@H]12 (stereo partly drawn) | -1 | -2.3 | 102 | 4 | 110
38 | O=c1ccn([C@H]2C[C@H](O)[C@@H](CO)O2)c(=O)[nH]1 | 0 | 2.8 | 93 | 8 | 103

no. | CR mimetic SO | MCL1-BIM inh | GRK2 inh | VLA-4 inh
31 | 106 | 6 | 2 | 8
32 | 94 | -4 | 0 | 17
33 | 97 | 0 | 1 | 11
34 | 96 | 4 | 0 | -13
35 | 133&93&105 | 9&-3&-17 | 1&3&5 | 58*!
36 | 123 | 8 | 70* | 2
37 | 104 | 1 | 0 | -10
38 | 78 | 5 | 1 | 13

Numbers 29 through 35, quoted:
no. | Structure | GLD-1 RNA inh | MEX-5 binding | CIT2 TOR yeast | BCLXL inh | AGP1 TOR yeast
29 | CC12CCC(=O)C=C1CCC1C2CCC2(C)C1CC[C@]2(O)C(=O)CO (stereo partly drawn) | 1 | -0.9 | 101 | 2 | 109
30 | C/C=C(/C)C(=O)O[C@@H]1c2cc(OC)c(OC)c(OC)c2-c2c(cc3c(c2OC)OCO3)C[C@H](C)[C@]1(C)O | -2 | 3.6 | 112 | 6 | 89
31 | CN(C)CCOc1ccccc1Cc1ccccc1 | 3 | -3.8 | 91 | 7 | 90
32 | C[C@@H]1C[C@H]2[C@@H]3C[C@H](F)C4=CC(=O)C=C[C@]4(C)[C@@]3(F)[C@@H](O)C[C@]2(C)[C@@]1(O)C(=O)COC(=O)C(C)(C)C | 1 | 2.3 | 83 | 1 | 89
33 | CNc1c2c(nn1C)CCCC2 | -2 | 1.4&-2.2 | 89 | 14 | 90
34 | COc1ccc(/C=N/NC(=O)c2ccncc2)cc1OC | 3 | 5.1 | 95 | 0 | 96
35 | Nc1ncnc2nc[nH]c12 | -2&-6&5 | 0.0&3.0&2.3 | 81&95&103 | -1&3&-11 | 88&96&114

no. | CR mimetic SO | MCL1-BIM inh | GRK2 inh | VLA-4 inh
29 | 101 | -3 | 2 | -12
30 | 93 | -2 | 4 | 23
31 | 106 | 6 | 2 | 8
32 | 94 | -4 | 0 | 17
33 | 97 | 0 | 1 | 11
34 | 96 | 4 | 0 | -13
35 | 133&93&105 | 9&-3&-17 | 1&3&5 | 58*!
